NPR2 activator: GC-B (human) receptor activation. P20594. HEK293-GC-B cells, CNP EC30, cGMP TR-FRET; 0% at EC30 CNP, 100% saturating CNP. activation, % at 10 µM. 0.11% of 370,000 active. AID 1920062;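 active = activation at 10 µM reaching about 35% in either raw or pattern-adjusted values, limit read from the data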
TCR CD3 inh: human TCR-CD3 binding inhibition; TAMRA-labeled TCR probe fluorescence, biochemical; inhibition, % at 9.4 µM; 0.37% of 360,000 active; AID 651800; in the data active = inhibition above about 19%;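 note: recombinant mutant TCR 2C K166C tagged with TAMRA read by polarization; 0% = receptor in buffer alone and 100% = receptor with positive control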
MBD2 inh: MBD2-methylated oligo binding inhibition; Q9UBB5; TR-FRET, MBD2 binding to methylated oligonucleotide; inhibition, % at 4.4 µM; 0.31% of 370,000 active; AID 686964; in the data active = inhibition above about 13%
Target sequence (Q9UBB5 whole entry, looked up): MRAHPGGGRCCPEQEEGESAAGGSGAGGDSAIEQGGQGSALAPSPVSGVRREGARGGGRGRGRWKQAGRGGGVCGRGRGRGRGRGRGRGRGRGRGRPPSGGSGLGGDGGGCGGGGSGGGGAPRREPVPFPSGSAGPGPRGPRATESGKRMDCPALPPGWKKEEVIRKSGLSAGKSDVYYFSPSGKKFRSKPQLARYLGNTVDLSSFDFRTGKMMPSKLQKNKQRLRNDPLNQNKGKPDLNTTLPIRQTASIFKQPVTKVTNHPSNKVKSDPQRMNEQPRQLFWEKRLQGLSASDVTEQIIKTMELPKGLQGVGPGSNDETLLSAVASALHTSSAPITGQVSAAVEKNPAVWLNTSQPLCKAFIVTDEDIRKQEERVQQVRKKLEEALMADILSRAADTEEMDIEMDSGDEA
GC-A act: GC-A (human) enzyme activation; AID 1671463; activation, % at 10 µM; 0.14% of 370,000 active; P16066; HEK293 GC-A cells, cGMP TR-FRET, EC30 ANP; 0% at EC30 ANP, 100% saturating ANP; in the data active = activation above about 40%
PRMT1 inh: inhibitors of human PRMT1; inhibition, % at 2.79 µM; recombinant PRMT1, activity-based probe fluorescence polarization; Q99873; 1.3% of 370,000 active;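 active = inhibition above about 21% made by adding two undisclosed values, limit read from the data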
ABHD4 inh: inhibitors of mouse ABHD4. 0.54% of 370,000 active. purified mABHD4, FP-Rh probe fluorescence polarization. AID 720543. inhibition, % at 8.92 µM. Q8VD66;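 active = inhibition exceeding the mean over every tested compound plus 3 SD, cut at about 30% in these data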;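 note: 0% = plate median of compound wells and 100% = S159A mutant with DMSO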
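Test system: mABHD4 protein | Buffer or medium: HEPES pH 7.0 buffer, 150 mM NaCl, 0.01% Pluronic F-127 | Probe or stimulus: FP-Rh fluorescent activity-based probe, added after compound pre-incubation | Timing: Pre-incubation 45 min, probe exposure 60 min, at 25 °C | Technique: Fluorescence polarization, excitation 525 nm, emission 598 nm, BODIPY TMR filters | Repeats: Single well per compound (singlicate)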
rCAG RNA binder: r(CAG) repeat RNA binding; TO-PRO-1 dye displacement fluorescence; inhibition, % at 3 µM; 1.3% of 370,000 active;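 active = inhibition above the plate cutoff, the mean of all test compounds on that plate plus 3 SD, cut at about 35% in these data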;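 note: 0% = DMSO alone and 100% = 100 µM mitoxantrone as full dye displacement; higher means more dye released from RNA so lower well fluorescence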
UHRF1 binding: UHRF1 methyl-DNA binding inhibition | 0.75% of 370,000 active | inhibition, % at 4.4 µM | Q96T88 | UHRF1 binding to methylated oligo, TR-FRET; in the data active = inhibition above about 21%;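 note: UHRF1 SRA domain binding a hemimethylated CpG hairpin DNA probe; 0% = median of test compound wells and 100% = reference inhibitor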
HTRA1 inh: HTRA1 (human) protease inhibition; Q92743; recombinant HTRA1, FP-rhodamine activity-based probe, fluorescence polarization; inhibition, % at 5.96 µM; 0.5% of 340,000 active; AID 504803; in the data active = inhibition above about 36%;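 note: 0% = enzyme with DMSO and 100% = wells lacking enzyme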
SIAE primary: blocks human sialic acid acetylesterase. SIAE FP-Rh probe binding, fluorescence polarization. inhibition, % at 9.66 µM. 0.69% of 370,000 active;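 active = inhibition above a cutoff: mean of compounds within the control limits plus 3 SD of those, cut at about 17% in these data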;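 note: 0% = plate median of compound wells and 100% = probe without SIAE protein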
Target sequence (Q9HAT2 whole entry, looked up): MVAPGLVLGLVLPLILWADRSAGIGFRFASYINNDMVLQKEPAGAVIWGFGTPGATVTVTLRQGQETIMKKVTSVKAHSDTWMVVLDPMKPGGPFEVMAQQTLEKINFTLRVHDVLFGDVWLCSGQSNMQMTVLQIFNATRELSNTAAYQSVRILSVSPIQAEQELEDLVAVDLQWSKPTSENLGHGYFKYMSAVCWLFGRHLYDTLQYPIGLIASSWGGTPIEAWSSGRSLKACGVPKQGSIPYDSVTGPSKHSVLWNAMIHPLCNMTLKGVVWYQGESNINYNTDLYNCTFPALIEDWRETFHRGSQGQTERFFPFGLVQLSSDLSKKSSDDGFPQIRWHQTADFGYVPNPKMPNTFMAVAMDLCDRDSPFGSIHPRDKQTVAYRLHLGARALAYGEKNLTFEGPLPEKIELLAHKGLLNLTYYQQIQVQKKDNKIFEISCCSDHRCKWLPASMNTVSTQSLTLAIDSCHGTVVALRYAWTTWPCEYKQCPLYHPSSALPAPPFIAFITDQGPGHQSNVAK
Numbers without * were called inactive; x = not tested or not shown. These rows are one share of the data. The share of hits here may be higher or lower than overall.

Each structure is followed by: NPR2 activator, TCR CD3 inh, MBD2 inh, GC-A act, PRMT1 inh, ABHD4 inh, rCAG RNA binder, UHRF1 binding, HTRA1 inh, SIAE primary
1	C=CCN1C=CC(=O)CC1
→ -1, 10, -5, 0, 0, 1, 0, 1, 6, 1
2	COc1ccc(/C=C/C(=O)N2CCN(S(=O)(=O)c3ccccc3)CC2)cc1OC
→ -4, -1, 6, -1, 1, -3, 0, 0, 3, 0
3	COc1ccc(C2(C)NC(=O)N(CC(=O)NC3(C#N)CCCCC3)C2=O)cc1 (stereo unspecified)
→ 2, 3, -2, 4, 2, 5, 0, 0, 0, 3
4	COc1cccc(C(C)(O)c2nc(-c3ccccc3)cs2)c1 (stereo unspecified)
→ -10, -4, -1, -2, -5, -6, -1, 1, x, 10
5	COc1ccc(S(=O)(=O)N2CCOCC2)cc1NC(=O)CSc1nnc2c(n1)[nH]c1ccccc12
→ -1, -4, -5, 3, 0, -2, 21, -2, -26, -33
6	O=C(Nc1ccccc1N1CCN(C(=O)c2ccc(Cl)cc2)CC1)c1cccc(F)c1
→ -5, 2, 2, -3, -5, -13, -2, 3, -32, -15
7	COc1ccc(-c2c(C)c3cc(O)ccc3oc2=O)cc1OC
→ 3, 3, 7, 7, -5, 2, -2, -1, 0, -6
8	CC(C(=O)O)c1n[nH]c(=O)c2ccccc12 (stereo unspecified)
→ -5, -13, 6, -1, 0, -8, -1, 2, 0, 2
9	COc1cc2c(cc1OC)C(c1cccc(Br)c1)CC(=O)N2 (stereo unspecified)
→ -8, 1, -3, -22, -4, 3, -4, 3, 5, 8
10	O=C(OCc1ccccc1)N1CCC2CC1c1cc(N3CCN(C(=S)NCCc4ccccc4)CC3)ccc12 (stereo unspecified)
→ 4, -1, -1, 1, 0, -3, 9, 2, x, 4
11	CC(C)Oc1ccc(S(=O)(=O)N2CCOCC2)cc1NC(=O)CN1C(=O)NC2(CCCC2)C1=O
→ 4, -4, -3, -2, 4, -2, -2, 2, -3, -1
12	COC(=O)Cc1n[nH]c(=O)c2ccccc12
→ 0, 2, -4, -2, -1, 1, 0, -3, 1, 4
13	C=CCn1c(Cc2ccc(OCC)cc2)nnc1SCC(N)=O
→ 3, -3, 4, -5, 1, 1, -3, 4, 2, -5
14	O=C(NCc1ccco1)c1cccc(N2CCCC2=O)c1
→ 8, 2, 1, 3, 0, 1, 0, 1, 0, 12
15	O=C(NCc1ccccc1F)C1CCCN1S(=O)(=O)c1ccc(F)cc1 (stereo unspecified)
→ 6, 5, -2, 1, -2, -1, -5, 1, -5, 2
16	COc1ccc(C=O)c2[nH]c3c(Cl)ncnc3c12
→ 3, -1, 3, 13, 3, -3, 5, 3, 5, -6
17	CC(=O)Nc1c(C)ccc(CNC(=O)COc2ccc(F)cc2)c1C
→ 1, 3, -2, -1, -4, 1, -1, -2, 4, 13
18	O=S(=O)(Nc1nc2ccccc2nc1Nc1ccc2c(c1)OCO2)c1ccccc1
→ 1, 3, -7, 6, 1, 5, 9, -1, 6, 15
19	O=C(NCCN1CCN(c2ccccc2)CC1)c1cccc(Br)c1
→ 1, 2, -3, 5, 1, -3, 0, -4, -4, -3
20	Fc1ccc(CSc2nc3ccccc3[nH]2)cc1
→ 1, 1, -2, -3, 1, -2, -3, 2, -3, -2

9 of the compounds above, with bars between the fields.
# | smiles | NPR2 activator | TCR CD3 inh | MBD2 inh | GC-A act | PRMT1 inh | ABHD4 inh | rCAG RNA binder | UHRF1 binding | HTRA1 inh | SIAE primary
1 | C=CCN1C=CC(=O)CC1 | -1 | 10 | -5 | 0 | 0 | 1 | 0 | 1 | 6 | 1
2 | COc1ccc(/C=C/C(=O)N2CCN(S(=O)(=O)c3ccccc3)CC2)cc1OC | -4 | -1 | 6 | -1 | 1 | -3 | 0 | 0 | 3 | 0
3 | COc1ccc(C2(C)NC(=O)N(CC(=O)NC3(C#N)CCCCC3)C2=O)cc1 (stereo unspecified) | 2 | 3 | -2 | 4 | 2 | 5 | 0 | 0 | 0 | 3
4 | COc1cccc(C(C)(O)c2nc(-c3ccccc3)cs2)c1 (stereo unspecified) | -10 | -4 | -1 | -2 | -5 | -6 | -1 | 1 | x | 10
5 | COc1ccc(S(=O)(=O)N2CCOCC2)cc1NC(=O)CSc1nnc2c(n1)[nH]c1ccccc12 | -1 | -4 | -5 | 3 | 0 | -2 | 21 | -2 | -26 | -33
6 | O=C(Nc1ccccc1N1CCN(C(=O)c2ccc(Cl)cc2)CC1)c1cccc(F)c1 | -5 | 2 | 2 | -3 | -5 | -13 | -2 | 3 | -32 | -15
7 | COc1ccc(-c2c(C)c3cc(O)ccc3oc2=O)cc1OC | 3 | 3 | 7 | 7 | -5 | 2 | -2 | -1 | 0 | -6
8 | CC(C(=O)O)c1n[nH]c(=O)c2ccccc12 (stereo unspecified) | -5 | -13 | 6 | -1 | 0 | -8 | -1 | 2 | 0 | 2
9 | COc1cc2c(cc1OC)C(c1cccc(Br)c1)CC(=O)N2 (stereo unspecified) | -8 | 1 | -3 | -22 | -4 | 3 | -4 | 3 | 5 | 8

Following part
Each structure is followed by: NPR2 activator, TCR CD3 inh, MBD2 inh, GC-A act, PRMT1 inh, ABHD4 inh, rCAG RNA binder, UHRF1 binding, HTRA1 inh, SIAE primary
21	C=C1C(O)C[C@@H](C(C)C)N(CC(C)C)S1(=O)=O (stereo partly specified)
→ 3, -5, 1, 0, 0, 2, 2, 2, -1, -7
22	O=C(c1ccccc1)N1CCC(=O)N(C(CO)Cc2ccccc2)CC1 (stereo unspecified)
→ 4, 4, 2, 0, -1, 0, -3, 0, -3, -2
23	N#C/C(=C\c1c[nH]c2ccccc12)C(N)=O
→ -13, 9, -6, -2, -3, 2, 2, -10, 3, -6
24	COc1cccc(C#Cc2cnc3c(c2)C(=O)N([C@@H](C)CO)C[C@H](C)[C@H](CN(C)C(=O)C2CCC2)O3)c1
→ -4, -7, 9, 6, -2, -2, 2, 22*, -17, 8
25	O=C(c1ccc(NS(=O)(=O)c2cccc([N+](=O)[O-])c2)cc1)N1CCCCCC1
→ 2, 5, -2, 0, 1, 1, 13, -1, 5, -5
26	CCC(C)c1ccccc1N1CC(C(=O)N2CCN(S(=O)(=O)c3ccccc3Br)CC2)CC1=O (stereo unspecified)
→ 5, 3, -1, 3, 0, 0, -5, 0, -2, 6
27	CN=CC1=C(O)C(C(=O)OC)C(C)(C)CC1=O (stereo unspecified)
→ 0, -5, 2, -1, 4, 2, -3, 2, 4, -6
28	COc1ccc(N(CC(=O)N2CCc3ccccc32)S(=O)(=O)c2c(C)n[nH]c2C)cc1
→ -15, 1, -2, -9, 1, -2, 1, 1, -25, 4
29	CCc1c(-c2ccc(Cl)cc2)ncn1CCc1ccccc1OC
→ -4, 5, -7, -1, 3, 5, 2, -2, x, 5
30	CC1(C)CC(=O)C(C2C3=C(CC(C)(C)CC3=O)Oc3ccccc32)C(=O)C1 (stereo unspecified)
→ 7, -5, 2, 0, 6, -11, -2, 1, 7, -3
31	COc1ccc(Cl)cc1NC(=O)NC(C)C
→ -4, -5, -1, -4, -3, -5, -2, 2, -7, 4
32	CSc1ccc(/C=C(\NC(=O)c2ccccc2)C(=O)NCCN2CCOCC2)cc1
→ 3, -1, -2, 1, -9, -1, -1, -1, 1, -2
33	O=C(COC(=O)c1ccccc1)NCc1ccco1
→ 3, 1, 1, 5, 0, 4, 6, 5, -1, -8
34	O=C(N/N=C/c1ccco1)c1cccc(NC(=O)c2cccc(Cl)c2)c1
→ 2, -6, 1, -5, -4, -45, 5, -3, -87, -15
35	C(=C\c1ccccc1)/CNCC1CCCO1 (stereo unspecified)
→ 7, 4, 2, -2, -2, 2, -1, -2, 5, -1
36	COc1ccccc1C1CC(=O)Nc2cc(C)c(C)cc21 (stereo unspecified)
→ -22, 2, 4, -24, 2, -2, -6, 1, -1, -2
37	Cc1ccc(CN2CC(C(=O)Nc3ncc(C)s3)CC2=O)cc1 (stereo unspecified)
→ 1, 5, 1, -3, 0, -4, -6, -1, -4, 12
38	CCOC(=O)C1(Cc2cccc(F)c2)CCN(C(=O)Cn2cnnn2)CC1
→ 1, 1, -2, -3, -6, -4, -2, 2, 7, -3
39	CCOC(=O)[C@H]1[C@H]2COc3ccc(C)cc3[C@@H]2N2C(=O)c3ccc(C)cc3NC(=O)[C@@]12C
→ -2, 5, 2, -1, 2, 0, -2, 2, -7, -2
40	COc1ccc(CCNC(=O)COc2ccc3c(C)cc(=O)oc3c2)cc1OC
→ -3, 8, 2, -3, 1, 4, -5, -1, 9, -5

Remaining list, next part.
Each structure is followed by: NPR2 activator, TCR CD3 inh, MBD2 inh, GC-A act, PRMT1 inh, ABHD4 inh, rCAG RNA binder, UHRF1 binding, HTRA1 inh, SIAE primary
41	CCCCn1c(N)c(N(CC(C)C)C(=O)CSc2nnc(C)n2-c2ccccc2)c(=O)[nH]c1=O
→ 8, 4, -2, 1, 6, -3, 7, 8, 7, 8
42	Oc1ccc2ccccc2c1/C=N/Nc1ccccc1
→ 3, 4, -5, -2, 6, 21, 14, 2, 12, 9
43	Cc1ccc(C(=O)NCC(=O)N(C)Cc2cccc(F)c2)s1
→ -1, 5, 2, 1, 2, -3, 0, 2, -1, -9
44	Cc1ccc(S(=O)(=O)Nc2ccc3c(c2)CCC3)cc1
→ 1, -3, 6, -1, 3, -6, 0, 6, -25, -8
45	O=C1CSc2ccc(S(=O)(=O)NCc3ccccc3Cl)cc2N1
→ -2, 6, -7, 1, -4, 0, 4, -1, -1, -7
46	Cn1c(SCc2nc3ccccc3c(=O)[nH]2)nc2ccccc21
→ 0, -8, 6, -3, 6, -13, 5, 2, 5, -7
47	CN(C)C(=O)c1ccc(-n2cccn2)nc1
→ 0, 3, 1, 1, -1, -1, -2, -2, 0, 2
48	COc1ccc(C(=O)NCC(=O)N/N=C/c2c(C)[nH]c3ccccc23)cc1
→ -1, -1, -4, 0, -4, 4, 14, 0, 6, 6
49	O=C(O)CCN1C(=O)c2ccncc2C1=O
→ 1, 1, 0, -3, -3, 4, 2, 0, 1, 6
50	COc1ccc(NC(=O)Nc2cccc3c2O[C@H](CN(C)Cc2ccc(-c4ccccc4)cc2)[C@@H](C)CN([C@H](C)CO)C3=O)cc1
→ 4, 6, -4, 0, 3, -2, 4, 1, -9, -5
51	CN(Cc1ccccc1)S(=O)(=O)c1cccc(C(=O)OCc2cccc([N+](=O)[O-])c2)c1
→ 2, x, -2, 0, -2, 3, 7, -2, x, 12
52	CC(=O)Nc1ccccc1-c1nc2ccccc2nc1OCC(=O)c1ccc(Cl)cc1
→ 1, 0, 0, 0, 1, 3, 0, 2, 7, -1
53	O=C(Cc1ccc(Cl)cc1)N/N=C/c1c(Cl)cccc1Cl
→ 4, -1, -5, 2, -1, 0, -1, 2, 7, 8

High-throughput results: PubChem BioAssay, several laboratories
